# Screening results deposited in PubChem by several laboratories.
# VLA-4 inh: inhibition in a human VLA-4 binding assay | P13612 | VLA-4 expressing cells, ligand binding flow cytometry | inhibition, % (about 7 µM as worked out from the volumes in the protocol) | hit rate 0.2% among 330,000; in the data active means inhibition above about 50%
# Fam108B counter: blocks mouse Fam108B hydrolase in RBBP9 counter-screen; recombinant Fam108B, FP-Rh probe fluorescence polarization; inhibition, % at 9.51 µM; hit rate 0.33% among 300,000; AID 1947;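 active means inhibition above the screen mean inhibition plus 3 SD, computed separately per campaign, cut at about 18% in these data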;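 further: inhibitors lower polarization as less probe binds the enzyme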
# MEX-5 binding: C. elegans MEX-5 TCR-2 RNA binding activity; hit rate 0.38% among 300,000; activity score (negative = inhibition of binding), % at 10 µM; MEX-5/FITC-TCR2 RNA binding, fluorescence polarization; hits give low values;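 active means inhibition past about -25% in most replicates, and total fluorescence under double the plate's negative control median, limit read from the data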;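 further: 0% = DMSO and -100% = 5 µM competing unlabeled TCR2 RNA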
# Target sequence (Q9XUB2 whole entry, looked up): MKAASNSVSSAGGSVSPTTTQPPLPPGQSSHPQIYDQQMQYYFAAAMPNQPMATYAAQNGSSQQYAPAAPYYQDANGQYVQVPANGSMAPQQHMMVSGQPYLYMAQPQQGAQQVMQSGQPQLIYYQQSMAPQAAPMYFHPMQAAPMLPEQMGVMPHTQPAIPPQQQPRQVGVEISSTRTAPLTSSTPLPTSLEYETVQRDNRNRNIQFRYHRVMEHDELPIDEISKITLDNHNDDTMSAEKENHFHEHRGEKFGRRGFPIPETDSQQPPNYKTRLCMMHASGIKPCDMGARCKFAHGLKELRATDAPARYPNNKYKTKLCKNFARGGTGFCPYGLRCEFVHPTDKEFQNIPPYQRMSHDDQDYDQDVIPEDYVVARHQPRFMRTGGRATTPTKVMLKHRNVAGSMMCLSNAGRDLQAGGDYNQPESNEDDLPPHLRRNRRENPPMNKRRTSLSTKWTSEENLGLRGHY
# Efflux pump inh: inhibitors of Candida antifungal efflux pumps expressed in yeast. inhibition, % at 10 µM. hit rate 0.44% among 330,000. S. cerevisiae Candida pump triplex, Nile Red efflux;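 active means plate passing quality check with inhibition over a set limit, or well fluorescence over plate mean plus 4 SD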;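 further: Nile Red retained in pooled yeast measured as flow cytometry median fluorescence; 0% = buffer negative control and 100% = Enniatin B positive control; higher means more Nile Red kept so more efflux inhibition; some compounds called inactive have numbers as strong as hits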
# MCL1-BIM inh: disrupts human MCL1 binding to BIM-BH3 peptide. Q07820. GST-MCL1 / FITC-Bim-BH3 fluorescence polarization. inhibition, % at 10.9 µM. hit rate 0.68% among 320,000. AID 2057;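 active means inhibition above the mean inhibition of all tested compounds plus 3 SD, set per campaign, cut at about 40% in these data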;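 further: 0% = DMSO wells and 100% = unlabeled Bim-BH3 peptide control; higher means more loss of mP so more displacement of Bim peptide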
# GRK2 inh: human GRK2 inhibition via aptamer displacement. P25098. bead flow cytometry, FAM-aptamer displacement from GRK2. AID 488847. hit rate 0.59% among 330,000. inhibition of aptamer binding, % at 10 µM;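 active means inhibition of aptamer binding above 40%, roughly 3 SD of noise, on plates passing a quality check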;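 further: median bead fluorescence of bound FAM aptamer so fluorescent compounds give negative values; no value below 0 was filed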
# GLD-1 TGE inh: GLD-1-TGE RNA interaction inhibition (C. elegans). Q17339. purified GLD-1 + fluorescein TGE RNA, fluorescence polarization. inhibition, % at 5.96 µM. hit rate 0.44% among 320,000;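 active means percent inhibition above a per-plate cutoff, the plate mean of test compounds plus 3 SD, cut at about 30% in these data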;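 further: 0% = DMSO wells with GLD-1 and probe and 100% = wells lacking GLD-1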
# BCLXL inh: blocks human Bcl-xL binding to Bim BH3 peptide | Q07817 | GST-Bcl-xL / FITC-Bim BH3 peptide fluorescence polarization | inhibition, % at 10.9 µM | hit rate 0.7% among 320,000;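 active means inhibition above the mean of all tested compounds plus 3 SD, cutoff set per campaign, cut at about 30% in these data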;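 further: 0% = DMSO wells and 100% = unlabeled Bim-BH3 peptide competitor; inhibitors lower millipolarization by displacing the labeled peptide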
# Target sequence (Q07817 whole entry, looked up): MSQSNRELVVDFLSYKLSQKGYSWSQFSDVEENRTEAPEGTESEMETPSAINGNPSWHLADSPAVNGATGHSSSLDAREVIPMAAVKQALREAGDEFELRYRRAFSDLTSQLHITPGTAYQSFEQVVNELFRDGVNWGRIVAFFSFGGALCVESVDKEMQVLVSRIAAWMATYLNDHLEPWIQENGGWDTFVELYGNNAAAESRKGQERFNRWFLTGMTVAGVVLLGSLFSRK
# PME-1 inh: blocks human protein phosphatase methylesterase 1 | Q9Y570 | recombinant PME-1, FP-Rh probe fluorescence polarization | inhibition, % at 5.9 µM | hit rate 0.53% among 320,000 | AID 2130;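 active means inhibition above the campaign mean of all compounds plus 3 SD, cut at about 26% in these data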;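 further: competitive labeling of PME-1 active site by serine hydrolase directed probe; 0% = PME-1 with DMSO and 100% = wells lacking PME-1 enzyme; inhibitors block probe labeling so polarization falls and inhibition rises; many of its hits are not listed in these tables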
# Target sequence (Q9Y570 whole entry, looked up): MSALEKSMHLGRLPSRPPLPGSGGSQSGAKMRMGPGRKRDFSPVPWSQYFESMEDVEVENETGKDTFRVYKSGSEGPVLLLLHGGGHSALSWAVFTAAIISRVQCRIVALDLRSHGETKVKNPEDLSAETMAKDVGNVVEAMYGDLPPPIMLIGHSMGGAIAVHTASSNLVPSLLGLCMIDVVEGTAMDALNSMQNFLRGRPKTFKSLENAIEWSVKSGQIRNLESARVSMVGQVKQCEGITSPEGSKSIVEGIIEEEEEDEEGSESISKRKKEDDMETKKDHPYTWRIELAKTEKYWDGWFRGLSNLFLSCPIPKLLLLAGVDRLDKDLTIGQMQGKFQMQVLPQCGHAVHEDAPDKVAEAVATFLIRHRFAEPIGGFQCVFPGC
# The depositor's hits bear a star; / = not tested or not shown. A portion of the library. The share of hits here may be higher or lower than overall.
SMILES,VLA-4 inh,Fam108B counter,MEX-5 binding,Efflux pump inh,MCL1-BIM inh,GRK2 inh,GLD-1 TGE inh,BCLXL inh,PME-1 inh
CCOC(=O)CN1C(=O)S/C(=C/c2ccc(OC)c([N+](=O)[O-])c2)C1=O,24,2,1.4,0.0,3,1,7,3,-1
COc1ccc(CN2CCNC(=O)C2CC(=O)NCC2CCOCC2)c(C)c1C (stereo not given),2,-1,-0.1,0.1,9,1,5,7,6
CN1CSC2=C(C#N)C(c3cccc(OCc4ccccc4)c3)CC(=O)N2C1 (stereo not given),1,4,1.5,0.0,1,0,1,2,-10
Cc1[nH]c(C)c(C(=O)/C=C/c2ccc([N+](=O)[O-])cc2)c1C,7,2,-2.5,-0.1,14,0,6,7,5
CC(C)(C)c1ccc(OCCNC(=S)Nc2ccccc2)cc1,2,-6,2.2,-0.2,2,0,3,-1,-4
O=C(COC(=O)COc1ccc(Br)cc1)NNC(=O)c1ccccc1,6,/,/,-0.1,/,2,-10,/,/
O=C(CNC(=O)c1ccc(Cl)cc1Cl)OCc1ccccc1,-6,-2,2.1,0.0,-7,0,2,0,-1
COc1ccc(OCC(=O)Nc2ccccc2C(=O)Nc2ccc(C(=O)O)cc2)cc1,7,1,2.2,-2.8,-5,0,8,-2,-132
CCCOc1ccc(/C(O)=C2/C(=O)C(=O)N(CCN(C)C)C2c2ccc(OC)c(OC)c2)cc1 (stereo not given),11,2,2.3,0.0,4,0,2,1,1
Cc1ccc2c(c1)N(C(=O)CCC(=O)NC1CCCCCC1)CC(C)O2 (stereo not given),3,-2,0.0,-0.2,-2,2,-1,-2,-8
CCC(NC(=O)c1ccccc1NC(=O)c1ccco1)C(=O)NNC(=O)c1ccncc1 (stereo not given),8,-1,1.8,-0.2,6,2,-4,4,-1
Cc1ccc(S(=O)(=O)N2CCCCC2)cc1NC(=O)Nc1ccc(Cl)cc1Cl,3,-2,2.5,0.1,-3,1,-5,-2,5
CC(=O)c1ccc(N2CCC(C(=O)O)CC2)cc1,2,-3,1.1,0.1,1,3,4,1,1
Cc1cc(C)cc(NC(=O)C(OC(=O)c2cc[n+]([O-])cc2)c2ccccc2)c1 (stereo not given),12,/,/,-0.3,5,0,-1,4,1
C[C@H](CO)N1C[C@H](C)[C@@H](CN(C)S(=O)(=O)c2cn(C)cn2)Oc2ccc(NC(=O)Nc3ccccc3)cc2C1=O,10,/,/,0.2,/,4,5,/,/
CC(=O)NCC(O)c1ccc([N+](=O)[O-])cc1 (stereo not given),22,1,3.4,-0.1,7,0,6,3,-1
Cc1csc(=O)n1CC(=O)Nc1ccc(Cl)c(Cl)c1,-2,/,/,-0.1,/,0,-1,/,/
Cc1ccc(Nc2c(-c3ccccn3)nc3cc(C)ccn23)cc1,2,-1,-11,0.1,11,1,8,1,6
CCN1CCN(CC(=O)Nc2cc(F)ccc2C)CC1,0,2,-1.2,0.0,-2,2,9,1,-2
Cn1c(CC(=O)NN)c(Sc2ccccc2)c2ccccc21,-6,0,1.0,0.0,3,1,0,0,-2
COc1ccc(NC2CCCN(Cc3cccc4cnccc34)C2)cc1 (stereo not given),-19,-1,-1.0,0.0,9,0,-1,8,8
O=C(COc1ccc2ccccc2c1)NCCNC(=O)COc1ccc2ccccc2c1,-1,-7,1.3,0.2,3,0,-7,5,-10
Cc1c(NS(=O)(=O)c2cc([N+](=O)[O-])ccc2Cl)c(=O)n(-c2ccccc2)n1C,-14,0,1.5,-0.2,1,0,1,1,5
CCCCNC(=O)NS(=O)(=O)c1ccc(C(=O)OC(C)C)o1,5,0,2.3,0.1,8,4,3,7,-4
CCOC(=O)/C(C#N)=C/c1cc(C)n(-c2ccccc2)c1C,1,2,1.5,0.0,-5,0,8,2,2
CCCCN(CC)CCNC(=O)CCNC(=O)Cn1ccc2ccccc2c1=O,-7,-2,-0.2,0.2,-8,0,3,-6,-2
CCc1csc(CNC(=O)C2CCC(=O)N(Cc3cccc(F)c3)C2)n1 (stereo not given),22,-3,-1.3,-0.2,5,4,-5,2,1
O=C(N/N=C/c1c[nH]c2ccccc12)c1ccn[nH]1,7,7,-6.6,0.2,2,0,-4,1,-8
CCN(CC(=O)Nc1ccc(S(=O)(=O)N2CCOCC2)cc1)Cc1ccccc1,-4,2,-1.3,0.1,0,0,-5,1,3
COc1ccc(S(=O)(=O)N(C)c2c(C)n(C)n(-c3ccccc3)c2=O)cc1OC,9,4,-2.2,0.1,6,3,5,5,4
O=C(O)C1C(=O)NCC1c1ccccc1 (stereo not given),2,2,-1.1,-0.1,0,1,1,-4,3
O=c1c(CN2CCN(c3cccc(Cl)c3)CC2)coc2c(Cl)cc(Cl)cc12,-1,1,-3.1,0.1,-3,0,2,-2,-5
O=C(CCN1CCN(S(=O)(=O)c2ccc(F)cc2)CC1)Nc1ccccc1F,7,-1,1.0,0.0,3,0,3,3,-5
Cc1ccc(-c2[nH]ncc2C(=O)c2cccc(F)c2)c(O)c1,11,-3,-0.8,0.4,-3,4,-1,-4,-4
CCCc1cc(=O)[nH]c(SCc2cc(C(=O)OC)c(C)o2)n1,-9,-3,1.6,0.4,2,4,6,4,-3
CCSC(SCC)[C@H](O)[C@@H](O)[C@H](O)[C@H](O)CO,7,3,-1.2,0.1,7,1,2,8,2
CCC(C)NC(=S)Nc1ccc2nc(N3CCOCC3)cc(C)c2c1 (stereo not given),7,3,-2.1,0.3,6,5,-4,2,-1
CCOc1ccc(-c2nnc(-c3cccnc3)o2)cc1OCC,0,0,-2.9,0.0,3,2,4,1,3
Cc1ccc(C(=O)Nc2ccc3[nH]c(=O)[nH]c3c2)c(C)c1,0,2,-4.8,0.0,2,0,4,0,5
COc1ccc(Oc2nc(SC)nc3ccccc23)cc1,13,2,5.0,0.0,1,2,7,4,-2
COc1cccc(CNC(=O)c2ccc(CS(=O)c3ccccc3)o2)c1 (stereo not given),12,4,-1.2,0.1,-3,1,9,1,-2
CCN(CC1COc2ccccc2O1)C(=S)NC1CC2CCC1C2 (stereo not given),32,-7,-1.3,0.1,-2,0,-1,2,1
Cc1ccc(CN2CCN(C3CCC3)CC2CCO)cc1 (stereo not given),10,-1,0.3,-0.1,9,0,2,6,-1
COc1cc2[nH]c(=S)nc(Nc3ccc(NC(C)=O)cc3)c2cc1OC,-1,7,1.6,0.0,24,3,-1,25,1
CCOC(=O)c1c(C)[nH]c(C)c1S(=O)(=O)NCC1CCN(Cc2ccccc2F)CC1,6,2,2.8,0.3,-4,0,-5,3,-3
COc1ccc(C(CNC(=O)c2cc(C)oc2C)N2CCOCC2)cc1 (stereo not given),-12,0,-1.1,0.1,8,0,9,2,0
CCOC(=O)c1c(NC(=O)c2cnn3c2NC(c2cccc(OC)c2)CC3C(F)(F)F)sc2c1CCCC2 (stereo not given),/,-2,2.2,0.1,0,0,4,-2,-9
Cc1ccc(C(=O)N2CCOCC2)cc1[N+](=O)[O-],3,5,3.7,-0.2,-4,2,-5,3,9
Cc1ccc(C)c(S(=O)(=O)Nc2ccc(C(N)=O)cc2)c1,-5,-4,-3.0,0.0,2,3,-2,1,-1
CN(C)S(=O)(=O)c1cccc(NC(=O)CNCc2ccccn2)c1,6,4,-2.6,0.1,12,0,3,5,4
O=C(Nc1cccc(C(=O)N2CCOCC2)c1)c1ccc([N+](=O)[O-])cc1,25,2,0.6,-1.4,-8,3,-1,0,1
Cc1cccc(NC(=O)CN(C)C(=O)c2ccc(N3CCCCCC3)c([N+](=O)[O-])c2)c1C,3,/,/,0.1,/,3,4,/,/
CCCn1c2c(c(O)c(C(=O)Nc3ccc(OCC)cc3)c1=O)CCCC2,8,-2,0.8,0.0,-1,1,9,2,-1
Cc1nn(C)cc1C(C(=O)NC1CCCCC1)N(C(=O)Cc1cccs1)c1ccc(C(C)C)cc1 (stereo not given),7,5,-0.5,0.0,3,0,-2,4,-3
Cc1c(C)n(CC(O)CNCCO)c2ccccc12 (stereo not given),-8,-2,-1.4,-0.2,2,4,5,9,-5
CS(=O)(=O)N(CC(=O)NC1CCCC1)Cc1ccc(Cl)cc1,10,-2,-2.9,0.0,9,2,2,3,1
CCOc1ccccc1NS(=O)(=O)c1cn(C)c(=O)n(C)c1=O,19,-1,1.0,0.0,2,0,4,3,4
O=C1NCCCC2c3c(cc(Br)c(O)c3Br)OC12N1CCOCC1 (stereo not given),28,0,-1.9,0.1,-3,0,-1,4,1
COc1cccc2cc(C(C)N(CCCN3CCOCC3)C(=S)Nc3cccc(C)c3C)oc12 (stereo not given),-8,-3,3.1,0.0,0,0,0,-1,-5
COC(=O)C1=NN(C(C)=O)C2(CC(=O)N(c3cccc(C)c3)C2=O)C1 (stereo not given),18,0,4.2,0.3,-6,2,-6,0,8
# Following part:
SMILES,VLA-4 inh,Fam108B counter,MEX-5 binding,Efflux pump inh,MCL1-BIM inh,GRK2 inh,GLD-1 TGE inh,BCLXL inh,PME-1 inh
C=CC[C@@H](CC(=O)N(CCO)Cc1ccccc1)C(=O)N[C@@H](COC(=O)[C@@H](CC=C)CC(=O)OC(C)(C)C)Cc1c[nH]c2ccccc12,-16,/,/,0.1,/,0,-1,/,/
CCn1c(SCC(=O)N2CCC(C)CC2)nnc1-c1ccc(S(=O)(=O)N2CCN(C)CC2)cc1,6,1,-1.4,0.1,3,1,-2,1,-7
COc1ccc(NC(=S)Nn2cnnc2)cc1OC,6,3,-0.5,0.0,10,0,18,12,2
O=C(NC1CCCCCC1)c1c(O)c2ccccc2[nH]c1=O,9,1,0.3,-0.3,-1,2,-6,3,-1
Cc1ccc(NC(=O)/C(=C/c2cccs2)NC(=O)c2ccco2)cc1,-2,-1,1.2,-0.2,-3,0,-4,3,-6
Cc1cc(C(F)F)nn1CC(=O)NC1CCCCCC1,7,1,-1.2,0.3,-4,0,1,1,2
Cc1ccc2nc(NC(=O)CCCC(=O)O)sc2c1,16,2,1.2,0.1,4,7,-1,4,5
COc1ccc(/C=N/NC(=O)c2nnn(-c3nonc3N)c2CN(C)C2CCCCC2)cc1,-4,1,-1.0,0.3,6,2,-8,-2,-6
O=C(O)c1cnn(-c2ccccc2)c1-c1ccncc1,8,-4,-5.4,0.2,4,8,-2,9,2
O=C(N/N=C/c1ccc(N2CCOCC2)cc1)c1ccc(NS(=O)(=O)c2cccs2)cc1,10,-4,0.6,0.1,-6,2,-13,-8,1
COc1ccc(C(=O)/C=C/c2ccc(OC(=O)c3cc(OC)c(OC)c(OC)c3)cc2)cc1,2,-10,1.0,0.1,7,1,2,0,0
COc1ccc(C(=O)c2c(C)oc3ccc(O)c(CN4CCOCC4)c23)cc1,16,3,1.8,0.0,1,2,3,6,2
O=C(N/N=C/c1ccccc1F)NC1CCCCC1,14,2,3.1,-0.1,6,3,-1,7,3

# Complete entries from above. Values in the order: VLA-4 inh	Fam108B counter	MEX-5 binding	Efflux pump inh	MCL1-BIM inh	GRK2 inh	GLD-1 TGE inh	BCLXL inh	PME-1 inh
# Cc1cc(C(F)F)nn1CC(=O)NC1CCCCCC1 is listed as 7	1	-1.2	0.3	-4	0	1	1	2
# COc1ccc(C(=O)c2c(C)oc3ccc(O)c(CN4CCOCC4)c23)cc1 is listed as 16	3	1.8	0.0	1	2	3	6	2
# Cc1ccc2nc(NC(=O)CCCC(=O)O)sc2c1 is listed as 16	2	1.2	0.1	4	7	-1	4	5
